Source: PubChem BioAssay
ER stress death – protection against thapsigargin ER stress killing – CSM14.1 cells, ATP luminescence, primary screen; CSM14.1 thapsigargin ER stress survival; relative survival (cellular ATP), % at 15 µg/mL (by protocol); AID 1010, 2008; 48,000 compounds, 0.33% hits;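 active = survival measured by cellular ATP above 50% at 15 µg/ml in the first screen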;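 note: cell death triggered by about 15 µM thapsigargin; ATP read 24 h after thapsigargin was added; plate controls were thapsigargin with DMSO for no effect and DMSO without thapsigargin for full effect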
* = called active by the depositor. A portion of the library (hit frequency here may not be typical).

cpd	canonical_smiles	ER stress death
1	Cc1ccc([N+](=O)[O-])cc1NC(=O)C1C2C3CCC(C3)C12 (configuration not stated)	2
2	Cc1cc(-c2ccc(NC(=O)c3cccs3)c(C)c2)ccc1NC(=O)c1cccs1	1
3	CCN(CC)c1ccc(C=NN2CCN(Cc3ccccc3)CC2)cc1	2
4	NS(=O)(=O)c1ccc(-c2ccc(/C=C3/SC(=S)N(CC(=O)O)C3=O)o2)cc1	8
5	COc1ccc(NCN2C(=O)C3C4C=CC(C4)C3C2=O)cc1 (configuration not stated)	8
6	COc1ccc(N(CC(=O)NC(C)(C)C)S(=O)(=O)c2ccccc2[N+](=O)[O-])c(OC)c1	8
7	COc1ccccc1C(=O)Nc1nc2ccc(S(C)(=O)=O)cc2s1	6
8	C=CCc1ccccc1OCCOc1ccccc1/C=C1/SC(=S)N(C)C1=O	7
9	Cc1cc2ncn(C(=O)c3c(-c4c(Cl)cccc4Cl)noc3C)c2cc1C	1
10	COC(=O)C1=CN(Cc2ccc(C)cc2)C=C(C(=O)OC)C1c1cc(OC)c(OC)c(OC)c1	16
11	Cc1ccc(C(=O)Nc2ccc(N3CCOCC3)cc2)cc1C	7
12	Cc1ccc2oc(-c3ccc(NC(=O)c4ccc(Br)o4)cc3)nc2c1	6
13	CCOC(=O)c1c(N)sc(C(=O)Nc2ccccc2OC)c1C	10
14	O=S(=O)(c1ccc2c(c1)OCCO2)N1CCCC1	10
15	CC(=O)NCC(O)(c1ccc(C)cc1)c1ccc(C)cc1	2
16	CCc1c(C)sc(NC(=O)c2cccc(Br)c2)c1C(N)=O	10
17	Cc1ccc(/C(O)=C2/C(=O)C(=O)N(CCCCCC(=O)O)C2c2ccccc2F)cc1 (configuration not stated)	12
18	O=C1NC(=S)N(C(=O)c2ccc(F)cc2)/C1=C/c1ccc2c(c1)OCO2	6
19	CCCOC(=O)c1ccc(NC(=O)c2ccncc2)cc1	-3
20	O=[N+]([O-])c1cccc(S(=O)(=O)NCc2ccc(Cl)cc2)c1	8
21	Cc1cccc2c(Nc3ccc(S(N)(=O)=O)cc3)c3ccc([N+](=O)[O-])cc3nc12	-4
22	O=C(CN1C(=O)/C(=C/c2ccccc2)SC1=S)NNC(=O)c1ccncc1	8
23	O=C(Cc1ccccc1)Nc1ccc2nn(-c3cccc4ccccc34)nc2c1	4
24	C/C(=N\N1CCN(Cc2cccc3ccccc23)CC1)c1cccnc1	-4
25	CN(C)c1ccc(/C=c2/sc3nc(-c4ccc(Cl)cc4Cl)nn3c2=O)cc1	-1
26	COc1cc(NC(=O)COc2cc(C)c(Cl)c(C)c2)cc(OC)c1	0
27	Cc1cccc(C)c1OCCOCCN1CCCC1	-11
28	CC1CCCN(Cc2c(O)ccc3cc(-c4nc5ccccc5[nH]4)c(=O)oc23)C1 (configuration not stated)	2
29	Cc1cccc(C(=O)Nc2sc3c(c2C(=O)NCc2ccco2)CCC3)c1	7
30	Cc1cc(NC(=O)c2ccc(-c3cc(Cl)ccc3Cl)o2)ccc1NC(=O)c1ccco1	6
31	COc1cccc(NC(=O)CCc2ccccc2)c1	1
32	c1ccc2c(-c3nc4ccccc4o3)cccc2c1	6
33	COc1ccc(OC)c(/C=C/C(=O)c2ccc(Br)cc2)c1	7
34	O=C(Nc1ccccc1C(=O)N=Nc1c(O)[nH]c2ccc(Br)cc12)c1ccccc1	2
35	COc1ccccc1/C=C(/NC(=O)c1ccccc1)c1nc2ccccc2o1	5
36	CC(C)(C)C(=O)/C=C(/N)c1ccccn1	3
37	CCOC(=O)C1=C(C)NC(=O)NC1c1sccc1C (configuration not stated)	6
38	Oc1ccc(Br)cc1C=NCc1ccco1	-8
39	O=S(=O)(Nc1ccc(Cl)cn1)c1ccc(-c2ccccc2)cc1	8
40	Nc1ccccc1C(=O)Nc1ccc(C(=O)O)cc1	6
41	O=C(Nc1ccc(I)cc1)C1COc2ccccc2O1 (configuration not stated)	5
42	O=C(c1cc2n(n1)C(C(F)(F)F)CC(c1ccccc1)N2)N1CCCc2ccccc21 (configuration not stated)	7
43	O=C(O)c1ccccc1-c1ccccc1C(=O)Nc1ccc(-c2nc3ccccc3o2)cc1	6
44	Cc1cccc(C(=O)Nc2cc(C(N)=O)cc(C(N)=O)c2)c1	0
45	CC(Oc1ccccc1)C(=O)Nc1ccccc1C(=O)O (configuration not stated)	21
46	O=C(CCCN1C(=O)c2cccc3cccc(c23)C1=O)NC1CCS(=O)(=O)C1 (configuration not stated)	9
47	O=C1c2cccnc2C(=O)N1c1ccc(Oc2ccc(N3C(=O)c4cccnc4C3=O)cc2)cc1	2
48	C=C(C)c1cccc(C(C)(C)NC(=O)N(Cc2ccccc2)Cc2ccco2)c1	2
49	C=CCc1cccc2cc(C(=O)OCC(=O)c3ccccc3)c(=O)oc12	20
50	O=C(O)CCCC(=O)Nc1nc(-c2ccc(Cl)c(Cl)c2)cs1	6

Other records.
cpd	canonical_smiles	ER stress death
51	O=c1c2ccccc2nc(/C=C/c2c(O)ccc3ccccc23)n1-c1ccc(O)cc1	-4
52	O=C(NC(=S)N1CCCCC1)c1ccc(Br)cc1	6
53	CCOC(=O)C1=C(O)/C(=C\c2ccc(OC)cc2)SC1=Nc1cccc(Cl)c1	-3
54	COc1ccc(/C=C2\SC(=S)N(NC(=O)c3ccccc3C)C2=O)cc1	4
55	CC1=C(C(=O)Nc2ccc(C)c(Cl)c2)C(c2cccs2)NC(=O)N1 (configuration not stated)	6
56	O=C(Cc1cccs1)NCC1CCCO1 (configuration not stated)	5
57	O=C(O)Cc1ccc(OCCCCOc2ccc(CC(=O)O)cc2)cc1	-1
58	COc1ccc(/C=N\N2CCN(c3ccccc3OC)CC2)cc1OC	7
59	Cc1nc(C)c(-c2ccccc2)c(=O)[nH]1	6
60	O=[N+]([O-])c1ccccc1N[C@@H]1OC[C@@H](O)[C@H](O)[C@H]1O	1
61	Cc1ccc(NC2=NC3(CCCCC3)N=C(N)N2)c(C)c1	-3
62	O=C1CC(c2ccccc2)CC(O)=C1C=NCCO (configuration not stated)	9
63	CCCOc1ccc(N2C(=O)CC(N(CCc3ccccc3)C(=O)/C=C/C(=O)O)C2=O)cc1 (configuration not stated)	9
64	Cc1ccc(N2C(=O)/C(=C/c3ccc(Cl)cc3)SC2=S)cc1C	-3
65	CS(=O)(=O)N(Cc1ccc(Cl)cc1)c1ccc(C(=O)N2CCN(c3ccccc3)CC2)cc1	2
66	COc1cccc(C(=O)Nc2ccc(N3CCN(C(C)=O)CC3)cc2)c1	11
67	Cc1cc([N+](=O)[O-])ccc1-c1cc2ccccc2oc1=O	3
68	CNC(=O)C(C)NC(=O)C12CC3CC(CC(C3)C1)C2 (configuration not stated)	5
69	CC(=O)NC(NS(=O)(=O)c1ccccc1)(C(F)(F)F)C(F)(F)F	0
70	O=C(Nc1ccc2ccc3cccc4ccc1c2c34)c1ccccc1	10
71	COc1ccc(-n2c(O)c(/C=C3\C=CC=N3)c(=O)[nH]c2=O)cc1	0
72	COc1ccc(/C=C2\C(=O)NC(=O)N(c3ccccc3)C2=O)c2ccccc12	12
73	O=C(Nc1ccccc1C(=O)O)c1cccc(S(=O)(=O)NC2CCCCC2)c1	18
74	Cc1ccc(N2CC(C(=O)Nc3nccs3)CC2=O)cc1 (configuration not stated)	-2
75	COc1ccc(C(=O)N2c3ccc(C)cc3C(Nc3ccc(C)cc3)CC2C)cc1 (configuration not stated)	5
76	S=C1NCCOCCOCCOCCN1	6
77	COC(=O)C1=C(C)NC(C)=C(C(=O)OC)C1c1c(F)cccc1Cl	2
78	CC(CN1CCCCCC1)C(=O)c1ccccc1 (configuration not stated)	-14
79	Cn1c(/C=N/c2nc3ccccc3[nH]2)nc2ccccc21	-1
80	COc1ccc(N/C(C)=C\C(=O)Nc2ccccc2)cc1	0

Some of these compounds in order of SMILES length, falling.
cpd	canonical_smiles	ER stress death
77	COC(=O)C1=C(C)NC(C)=C(C(=O)OC)C1c1c(F)cccc1Cl	2
74	Cc1ccc(N2CC(C(=O)Nc3nccs3)CC2=O)cc1 (configuration not stated)	-2
76	S=C1NCCOCCOCCOCCN1	6

Carrying on.
cpd	canonical_smiles	ER stress death
81	COC(=O)c1c(C)oc2ccc(OC(=O)N3CCOCC3)cc12	1
82	CCc1ccc2oc(-c3ccc(NC(=O)c4ccccc4[N+](=O)[O-])cc3)nc2c1	0
83	COc1ccc(-c2nnc(SCC(=O)NCCOc3ccccc3)n2-c2ccccc2)cc1	-2
84	S=C(c1ccc(-c2ccc(Cl)c(Cl)c2)o1)N1CCN(c2ccccc2)CC1	-1
85	O=C(NCCN1CCOCC1)C1CCCC1	10
86	O=C(/C=C/c1cccc([N+](=O)[O-])c1)Nc1ccc2oc(-c3ccccc3F)nc2c1	4
87	Cc1ccccc1NC(=O)CSc1cc(Cl)ccc1Cl	4
88	O=C(/C=C/c1ccccc1Cl)NC1CC2CCC1C2 (configuration not stated)	5
89	COc1cc(Br)c(/C=c2/sc3nc4ccccc4n3c2=O)cc1OC	4
90	CCOC(=O)Cc1nnc(Nc2ccc(Nc3nnc(CC(=O)OCC)c4ccccc34)cc2)c2ccccc12	5
91	O=C(Cc1ccccc1)Nc1ccc(/C=C/C(=O)c2ccccc2)cc1	2
92	COc1ccc(Cl)cc1C(=O)Nc1nc(-c2ccc(C)cc2C)cs1	7
93	COc1ccc(NCN2C(=O)CSC2=O)cc1	-6
94	CC(C)(C)C1CCc2c(sc3ncn4c(=S)[nH]nc4c23)C1 (configuration not stated)	36
95	Cc1nc2ncccn2c1-c1csc(Nc2cccc(O)c2)n1	-3
96	O=C1NC(=S)N(c2ccccc2F)C(=O)/C1=C/c1ccc(OCc2cccc(C(=O)O)c2)cc1	8
97	O=C(O)c1ccc(-c2nc3sc4c(c3c(=O)[nH]2)CCCC4)cc1	0
98	COc1ccc(C2=NN(c3ccccc3)C(c3ccccc3F)C2)cc1 (configuration not stated)	2
99	CC(=O)Nc1ccc(S(=O)(=O)N2c3ccccc3C(Nc3ccccc3)CC2C)cc1 (configuration not stated)	9
100	CCOc1ccc(N2C(=O)CC(NCc3cccnc3)C2=O)cc1 (configuration not stated)	6
101	COc1ccc(/C=C/C(=O)NCCCN2CCOCC2)cc1	4
102	CSc1ccc(/C=C/C(=O)c2cccc(N)c2)cc1	-1
103	Cc1onc(-c2ccccc2)c1C(=O)Nc1ccc(Cl)cc1Cl	0
104	O=C1OC(c2sc3ccccc3c2Cl)=N/C1=C/c1ccccc1	-4
105	CCOC(=O)c1ccccc1NC(=O)CN(c1ccc(Br)cc1)S(C)(=O)=O	10
106	Cc1cc(/C=N/n2cnnc2)c(C)n1-c1ccc(Br)cc1	-5
107	C=C(C)c1cccc(C(C)(C)NC(=O)NCCc2ccccc2)c1	1
108	CCOc1ccc(/C=C2\C(=O)NC(=O)N(c3ccc(C)cc3)C2=O)cc1Br	-10
109	COc1ccc(N2C(=O)C=CC2=O)cc1	-15
110	CC(C1CC1)N(Cc1ccccc1)C(=O)c1ccc(F)cc1 (configuration not stated)	11
111	O=C(NN1CCOCC1)c1ccccc1F	-2
112	COc1ccc(-c2nc3cc(NC(=O)c4ccc5c(c4)OCCO5)ccc3o2)cc1Cl	-4
113	Brc1ccc(CSc2nnnn2-c2ccccc2)cc1	4
114	COc1cc(/C=c2/sc3nc4ccccc4n3c2=O)cc(Br)c1OC	0
115	COc1ccc2c(c1OC)C(=O)OC2CC(=O)c1cc(Cl)ccc1O (configuration not stated)	9
116	O=C(Nc1ccc(Br)cc1)c1ccc(S(=O)(=O)N2CCCC2)cc1	5
117	CC(C)CN(CC(C)C)C(=O)c1ccccc1Br	2
118	O=C1OC(c2cccc(Cl)c2)=N/C1=C\c1ccc(OC(=O)c2cccc([N+](=O)[O-])c2)cc1	20
119	Cc1ccc2c(c1)c1ccccc1n2COCc1ccccc1	9
120	COc1ccc(Cl)cc1C(=O)NCc1ccco1	1
121	COc1ccc(CCNC(=O)c2ccc(I)cc2)cc1	9
122	Cc1ccc(OCC(=O)Nc2cc3nn(-c4ccc(C)cc4)nc3cc2C)cc1	2
123	O=C(Nc1c[nH]c(=O)[nH]c1=O)c1ccc([N+](=O)[O-])cc1	14
124	O=C(COc1ccccc1)NCC(=O)N/N=C/C(Br)=C/c1ccccc1	5
125	COC(=O)CN(c1ccc(Cl)c(Cl)c1)S(=O)(=O)c1ccccc1	8
126	O=C(COc1ccc(Cl)cc1Cl)NNC(=O)CN1C(=O)/C(=C/c2ccc(Cl)cc2Cl)SC1=S	16
127	O=[N+]([O-])c1ccc2c(c1)C1C=CCC1C(c1ccc(F)cc1)N2 (configuration not stated)	0
128	COc1ccc(C(=O)N2CCN(Cc3c[nH]c4ccccc34)CC2)cc1OC	-2
129	CCOc1ccc(C2CC(=O)NC(SCC#N)=C2C#N)cc1OC (configuration not stated)	14
130	CC(=O)Nc1ccc(/C=C2\SC(=S)N(C)C2=O)cc1	10

Later entries.
cpd	canonical_smiles	ER stress death
131	CCCC(=N)C1=C(O)CC(C)(C)CC1=O	6
132	CCOC(=O)c1c(NC(=O)Cc2ccccc2)sc2c1CCCCC2	7
133	CCOC(=O)c1nnn(-c2nonc2N)c1-c1ccccc1	1
134	Clc1ccc(CC(Cc2nc3ccccc3[nH]2)c2nc3ccccc3[nH]2)cc1 (configuration not stated)	2
135	CC(=O)Nc1cc(-c2nc3ccccc3s2)ccc1Cl	14
136	O=C(NCCCn1ccnc1)c1ccc(C(=O)NCCCn2ccnc2)cc1	6
137	COc1ccc(C2C(C(=O)OC3CCCCC3)=C(C)NC3=C2C(=O)CCC3)c(OC)c1 (configuration not stated)	11

7 consecutive records from above:
cpd	canonical_smiles	ER stress death
131	CCCC(=N)C1=C(O)CC(C)(C)CC1=O	6
132	CCOC(=O)c1c(NC(=O)Cc2ccccc2)sc2c1CCCCC2	7
133	CCOC(=O)c1nnn(-c2nonc2N)c1-c1ccccc1	1
134	Clc1ccc(CC(Cc2nc3ccccc3[nH]2)c2nc3ccccc3[nH]2)cc1 (configuration not stated)	2
135	CC(=O)Nc1cc(-c2nc3ccccc3s2)ccc1Cl	14
136	O=C(NCCCn1ccnc1)c1ccc(C(=O)NCCCn2ccnc2)cc1	6
137	COc1ccc(C2C(C(=O)OC3CCCCC3)=C(C)NC3=C2C(=O)CCC3)c(OC)c1 (configuration not stated)	11
